# TRHR agonist – TRH receptor (human) agonism. AID 493084. actives 0.18% (n = 360,000). TRHR cells, calcium flux fluo-8, FDSS agonist mode. P34981. activation, % at 2 µM; in the data active = activation above about 30%; also: 0% is about no effect
# Target sequence (P34981 whole entry, looked up): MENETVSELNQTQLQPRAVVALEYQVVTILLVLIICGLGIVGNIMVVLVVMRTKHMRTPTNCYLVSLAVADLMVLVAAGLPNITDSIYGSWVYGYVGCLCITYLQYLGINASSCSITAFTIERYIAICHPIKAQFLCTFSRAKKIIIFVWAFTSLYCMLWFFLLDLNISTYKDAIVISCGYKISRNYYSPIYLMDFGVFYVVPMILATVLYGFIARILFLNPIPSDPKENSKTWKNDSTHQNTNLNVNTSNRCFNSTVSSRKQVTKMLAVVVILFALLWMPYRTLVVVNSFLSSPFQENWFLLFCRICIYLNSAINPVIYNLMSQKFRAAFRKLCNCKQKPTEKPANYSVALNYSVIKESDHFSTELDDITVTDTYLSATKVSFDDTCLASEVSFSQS
#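 Fluo-8-loaded TRHR cells; 10 s baseline, compound added, kinetic Ca2+ fluorescence read 1/s, agonist mode.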
# TrxR1 inh – blocks rat thioredoxin reductase 1; Potency, µM (doses to about 114 µM), for the others: at the highest dose activity change, negative = inhibition, most hits filed as inhibitors; recombinant rTrxR1, NADPH fluorescence consumption, selenite substrate; actives 1% (n = 390,000); also: potency is read from the fitted curve at half-maximal effect; % is scaled to controls: 0 for no effect and ±100 for the full control effect; nearly all actives have a fitted effect of over 65% in size
#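 Rat TrxR1 (90 nM in the dispensed reagent) was pre-reduced with 400 uM NADPH for 5 min at room temperature, then incubated with compound for 15 min. After 400 uM selenite was added, NADPH fluorescence (Ex 340/Em 450 nm) was followed for 8 min.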
# USP1 inh – blocks the human USP1/UAF1 deubiquitinase complex; O94782; recombinant USP1/UAF1, Ub-Rhodamine cleavage fluorescence; Potency, µM (top dose mostly 57.1 µM), for the others: at the top dose activity change, negative = inhibition, actives largely listed as inhibitors; actives 0.23% (n = 390,000); AID 743255; also: potency is read from the fitted curve at half-maximal effect; % is scaled to controls: 0 for no effect and ±100 for the full control effect; nearly all actives have a fitted effect of over 60% in size; inactives centre near -12
#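 USP1/UAF1 complex (1 nM) preincubated 15 min at room temperature with compound, then Ub-Rho substrate (150 nM final) added. Kinetic fluorescence at 480/540 nm over 6 reads at 60 s intervals; 50 mM HEPES pH 7.8, 0.5 mM EDTA, 0.1 mg/ml BSA, 1 mM TCEP, 0.01% Tween-20.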
# D2 antagonist – D2 dopamine receptor (human) antagonism | P14416 | HEK293 TREx D2 cells, calcium flux, dopamine EC80 | actives 2% (n = 340,000) | inhibition, % at 10 µM; in the data active = inhibition above about 30%; also: 0% is about no effect
#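 Measurement of antagonist activity uses fluorescent calcium dye in inducible HEK293 T-REx D2 cells: 10 s baseline, compound addition with 180 s read, EC80 dopamine addition with a further 180 s read.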
# D2 ag – agonists of human D2 dopamine receptor | HEK293 T-REx D2 cells, calcium flux agonist mode | activation, % at 2 µM | actives 0.53% (n = 340,000) | AID 485358 | P14416;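 active = activation over 3 SD above normal in the single-dose calcium agonist read, cut at about 30% in these data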; also: 0% is about no effect
#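 Agonism scored from kinetic calcium signal (1 read/sec, 180 s) following compound pin transfer, after a 10 s baseline. Cells: HEK293 Trex line expressing inducible D2 receptor coupled to calcium, dye-loaded after overnight culture at 30 C.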
# Pin1 inhibitor – blocks the human prolyl isomerase Pin1. actives 0.009% (n = 390,000). Potency, µM (top dose mostly 115 µM), for the others: top-dose activity, negative = inhibition, usual class: inhibitors. Pin1 FP peptide displacement, HiFluor488, 10 min. AID 504891; active = well fitted inhibition curve with a large enough effect in the polarisation, with a control signal flat, not every such curve was filed as active; inconclusive = small, poorly fitted or top-dose-only effect, or effect the other way, or a change in a side signal; inactive = no such curve, though single readings can be large or run the other way; the % refers to the polarisation; also: potency is read from the fitted curve at half-maximal effect; % is scaled to controls: 0 for no effect and ±100 for the full control effect
# Target sequence (Q13526 whole entry, looked up): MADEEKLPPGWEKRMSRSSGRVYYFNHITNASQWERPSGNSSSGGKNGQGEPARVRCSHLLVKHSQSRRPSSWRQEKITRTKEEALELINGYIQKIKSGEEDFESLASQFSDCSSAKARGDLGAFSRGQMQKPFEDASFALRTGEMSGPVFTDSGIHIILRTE
# mIDH1 inhibitor – blocks human mutant IDH1 R132H enzyme | IDH1-R132H enzyme, NADPH consumption, diaphorase/resazurin fluorescence | Potency, µM (doses to about 76.6 µM), without a hit: at the highest dose activity change, negative = inhibition, usual class: inhibitors | actives 0.093% (n = 390,000) | O75874; also: potency is read from the fitted curve at half-maximal effect; % is scaled to controls: 0 for no effect and ±100 for the full control effect; nearly all actives have a fitted effect of over 65% in size
# Target sequence (O75874 whole entry R132H, stated change not applied): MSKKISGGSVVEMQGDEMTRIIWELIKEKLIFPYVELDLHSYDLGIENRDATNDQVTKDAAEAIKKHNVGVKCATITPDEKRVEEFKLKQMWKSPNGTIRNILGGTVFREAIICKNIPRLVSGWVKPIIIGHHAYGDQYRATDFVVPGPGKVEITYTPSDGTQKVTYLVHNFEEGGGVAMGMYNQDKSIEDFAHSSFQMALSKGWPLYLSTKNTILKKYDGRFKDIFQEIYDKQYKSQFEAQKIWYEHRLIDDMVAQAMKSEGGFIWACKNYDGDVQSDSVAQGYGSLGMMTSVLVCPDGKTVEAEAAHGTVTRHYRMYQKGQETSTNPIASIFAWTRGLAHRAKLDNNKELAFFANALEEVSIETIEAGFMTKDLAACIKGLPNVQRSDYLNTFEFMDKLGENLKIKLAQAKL
#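 IDH1-R132H (0.5 ug/mL) preincubated 30 min with compound, then NADPH (0.016 mM) and alpha-KG (2 mM) added; 80 min at RT, pH 7.5. Remaining NADPH coupled via diaphorase/resazurin to fluorescence (540/590 nm); concentration-response curves normalized to no-enzyme control.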
# TRHR PAM – allosteric enhancers of human TRH receptor | enhancement, % at 2 µM | actives 0.66% (n = 360,000) | TRHR cells, fluo-8 calcium fluorescence, EC20 TRH enhancement; in the data active = enhancement above about 30%; also: 0% is about no effect
#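 Enhancer read-out: after compound pinning and an initial kinetic agonist-mode read, an EC20 of TRH (10 nM final) was injected and fluo-8 calcium signal (Ex 480/Em 530) followed at 1 s/cycle for 100 cycles in TRHR-expressing cells.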
# TrxR1 substrate – substrates of rat thioredoxin reductase 1. O89049. purified TrxR1 substrate turnover, NADPH consumption readout. Potency, µM (top dose mostly 114 µM), inactives show top-dose activity change, negative = substrate turnover. actives 0.01% (n = 390,000). AID 588456; also: potency is read from the fitted curve at half-maximal effect; % is scaled to controls: 0 for no effect and ±100 for the full control effect; nearly all actives have a fitted effect of over 50% in size
#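 Rat TrxR1, dispensed at 90 nM, was prereduced with 400 uM NADPH (final) for 5 min at ~22 deg C, then incubated with compound 15 min before 400 uM selenite. A first-read NADPH fluorescence drop versus no-compound background flagged substrates.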
# * = called active by the depositor; ? = inconclusive; / = no result given; [ ] = remark or other dose. Unless noted, calls follow the shape of the dose curve; as a rule, active = well fitted inhibition curve with a large enough effect; inconclusive = small, poorly fitted or top-dose-only effect; inactive = no such curve, though single readings can be large or run the other way. Only part of the results is shown; rates above refer to the full screens.
nr	structure	TRHR agonist	TrxR1 inh	USP1 inh	D2 antagonist	D2 ag	Pin1 inhibitor	mIDH1 inhibitor	TRHR PAM	TrxR1 substrate
1	Cc1nn(-c2ccccc2)c(/N=C/c2ccccc2O)c1-c1ccccc1	-0.4	27.4%	-7.2%	-17.6	-1.2	5.4%	0.4%	4.3	3.5%
2	Cc1ccc(S(=O)(=O)CCC(=O)NNC(=O)CN(C)S(=O)(=O)c2ccc(C)cc2)cc1	/	10.1%	2.5%	/	/	-2.1%	0.0%	/	7.6%[57.1 µM]
3	CCOC(=O)Nc1ccc2ncn(C)c(=O)c2c1	-1.2	12.3%	-25.9%	-7.2	-0.2	2.7%	4.2%	3.6	10.6%
4	CCOC(=O)c1c(-c2cccs2)csc1NC(=O)CSc1ncn[nH]1	-0.8	5.6%	-0.8%	8.4	-0.3	3.3%	-0.4%	-0.4	-4.1%
5	COc1cc(/C=C2\NC(=S)N(C)C2=O)ccc1O	10.2	-11.7%	-18.7%	-2.1	3.7	?	4.2%	-1.1	-12.7%
6	O=c1c2nccnc2[nH]c(=S)n1Cc1ccccc1Cl	-0.1	4.1%	0.4%	19.0	-0.5	0.8%	-13.9%	-5.0	7.2%
7	O=C(NCC(=O)N1CCN(S(=O)(=O)c2ccccc2F)CC1)c1ccc2c(c1)OCO2	-0.8	21.8%[57.1 µM]	-17.1%	-23.8	0.0	-1.4%	-13.7%	1.4	11.5%[57.1 µM]
8	CSc1ccc(/C=N/N(C)S(=O)(=O)c2ccc(C)cc2)cc1	0.9	19.0%[57.1 µM]	-7.9%	11.9	0.3	-4.0%	-0.6%	0.0	-1.0%
9	COc1ccc(-c2ccc(SCc3ccccn3)nn2)cc1OC	0.0	1.0%	-13.5%	-22.1	-0.1	-4.6%	15.6%	18.0	2.4%
10	Cc1ccc(NC(=O)CN2C(=O)S/C(=C\c3cccn3-c3cccc(C(=O)O)c3)C2=O)c(C)c1	-0.1	-5.4%[57.1 µM]	?	2.3	0.6	/	-7.5%	0.7	13.2%[57.1 µM]
11	Cn1cnc([N+](=O)[O-])c1N=C(N)N	-0.3	0.8%	-19.0%	-8.6	-2.3	-1.0%	-0.2%	2.7	-2.2%
12	Cc1ccc(S(=O)(=O)N2CCOCC2)cc1C(=O)OCC(=O)Nc1ccc2c(c1)OCO2	0.2	4.6%	-16.6%	-11.1	0.6	-7.4%	5.2%	6.5	-2.9%
13	Cc1ccc(C)c(NC(=O)CN(C)C(=O)c2ccc(Cl)nc2)c1	0.2	3.9%	-13.9%	-11.6	-0.2	8.7%	-6.6%	-4.5	-3.6%
14	CSCC(=O)Nc1cc(C)on1	0.2	14.5%	-9.7%	19.0	0.8	1.9%	-2.6%	-5.2	-4.4%[57.1 µM]
15	CC(C)NC(=O)C(=O)Nc1cc2c3c(c1)CCC(=O)N3CCC2	0.2	20.1%	1.6%	9.2	1.5	-9.7%	0.0%	-9.7	-1.9%
16	Cc1cccc(-c2cc(C(=O)O)c3c(-c4ccc(F)cc4)[nH]nc3n2)c1	0.1	28.3%	-17.1%	/	-0.7	-1.1%	1.7%	1.5	13.6%[11.4 µM]
17	O=C(Nn1cnc2ccccc2c1=O)c1ccc([N+](=O)[O-])cc1Cl	0.1	11.5%[11.4 µM]	-17.7%	-1.9	-0.2	-3.8%	-3.5%	5.0	7.1%[11.4 µM]
18	COc1ccc(NC(=O)c2cc(S(=O)(=O)N3CCCCC3)c[nH]2)c(OC)c1	-2.2	15.1%	-17.7%	-12.3	-0.1	-5.1%	15.9%	3.8	1.5%
19	CC(C)C12CN3CC(C(C)C)(CN(C1)C3c1ccc3c(c1)OCO3)C2=O (centres undefined)	0.9	6.4%	-13.1%	-5.6	0.0	-5.7%	1.2%	0.8	-7.7%
20	O=C(C1CCN(S(=O)(=O)N2CCOCC2)CC1)N1CCN(Cc2ccccc2)CC1	0.3	-29.0%	-10.5%	15.0	0.2	3.2%	0.0%	-1.9	-6.8%
21	Cc1ccc(NC(=O)Cn2c(=O)oc3cc(S(=O)(=O)N4CCCCC4)ccc32)c(Cl)c1	-0.2	-0.2%	?	/	-0.7	5.4%	4.5%	-1.4	-2.0%
22	CC(=O)Nc1c(C(=O)N2CCOCC2)cnn1-c1ccc(C)c(C)c1	0.9	-1.2%	-21.3%	10.0	-0.3	1.6%	0.7%	8.2	-1.2%
23	CCC(=O)Nc1ccc(-c2cc(-c3ccccc3)nc(-c3ccc(NC(=O)CC)cc3)n2)cc1	-1.2	5.3%	-14.3%	-15.1	0.1	2.1%	11.9%	-0.7	23.2%
24	CC1=C(C(=O)Nc2ccc(C)cc2)C(c2ccccc2Cl)n2nnnc2N1 (centres undefined)	-0.8	22.3%	-16.7%	/	0.1	-2.9%	0.0%	4.0	12.8%
25	NC(=O)c1c(NC(=O)c2cc3ccccc3o2)sc2c1CCC2	0.5	?	-2.9%	-15.7	0.0	60.5%[activator]	13.7%	-4.7	18.0%
26	CCN1C(=O)c2cccc3c(S(=O)(=O)NC(Cc4c[nH]c5ccccc45)C(=O)O)ccc1c23 (centres undefined)	0.6	-2.8%[57.1 µM]	-17.9%	23.8	2.0	-5.9%	5.8%	-2.4	2.3%
27	CC(C)CN1CCN(Cc2ccc3ncccc3c2)CC1CCO (centres undefined)	0.4	6.1%[57.1 µM]	1.0%	-9.6	0.8	-5.5%	7.5%	-9.5	7.1%[57.1 µM]
28	CC/C(=N\NC(=O)CNC(=O)/C=C/c1ccc(OC)cc1)c1ccccc1	-0.6	2.4%	-22.9%	-0.4	-0.2	0.4%	4.5%	-0.9	-8.5%
29	O=C(NCCc1c[nH]c2ccccc12)c1cc(Cl)c2c(c1)OCO2	-0.5	8.5%	-18.4%	6.1	0.2	-1.5%	-20.4%	-7.4	-6.3%
30	CCCCOc1ccc(CNC(=O)Cc2ccc(NC(=O)N3CCCCc4ccccc43)cc2)cc1	1.2	15.9%[57.1 µM]	-29.1%	/	-0.2	46.4%[activator]	0.7%	12.5	0.2%[57.1 µM]
31	N#CCCN(C(=O)COC(=O)c1ccc(S(=O)(=O)Nc2ccccc2)cc1)c1ccccc1	2.2	-5.4%	-19.5%	2.9	5.6	-0.9%	1.3%	7.7	-13.9%
32	COc1ccccc1CNC(=O)C1CCN(C(=O)[C@@H]2Cc3ccccc3CN2)CC1	0.0	24.0%	-14.5%	-3.4	0.3	-7.2%	7.5%	-3.9	8.1%
33	COc1ccc(S(=O)(=O)NCCCc2ccccc2)cc1	/	-8.1%	-26.6%	/	/	-10.5%	-2.9%	/	-4.4%
34	CCOc1ccc(CN(C)CC(=O)Nc2cccc(S(=O)(=O)N(C)c3ccccc3)c2)cc1	-0.4	20.4%	-28.0%	4.6	-0.4	7.4%	-5.0%	-4.6	-1.9%
35	Cc1cccc(Oc2cc(N)cc([N+](=O)[O-])c2)c1	-1.0	-5.7%	-16.2%	0.3	-1.1	0.8%	-3.7%	8.4	-13.9%
36	CCCCN(C)C(=O)c1cc2cc3ccc(OC)cc3nc2o1	-1.5	1.4%	-22.0%	5.8	-0.3	-0.9%	-6.5%	-4.3	88.3%[activator]
37	O=C(COC(=O)[C@H](Cc1ccccc1)N1C(=O)c2ccccc2C1=O)Nc1ccc2c(c1)OCO2	0.0	15.9%[57.1 µM]	-22.1%	-9.2	0.7	3.6%	6.8%	2.1	-6.8%[57.1 µM]
38	CCOC(=O)c1c(C)[nH]c(C)c1S(=O)(=O)N(C)CC(=O)Nc1ccc(CC)cc1	0.2	20.8%[57.1 µM]	-26.1%	/	0.3	-3.7%	12.3%	-1.9	1.7%[57.1 µM]
39	CCc1ccc(OCC(=O)N(Cc2ccco2)Cc2ccccc2Cl)cc1	3.7	5.4%	2.0%	/	10.0	2.7%	/	-3.5	-10.2%
40	Cc1cccc2c1[nH]c1nc(N/N=C\c3ccco3)nnc12	-0.4	/	/	15.8	0.5	/	/	-0.6	/
41	CC(=O)Nc1ccc(N2C(=O)c3cccc(NC(C)=O)c3C2=O)cc1	0.1	32.4%	-15.9%	3.8	-0.1	1.6%	4.0%	-1.7	2.4%
42	Cc1sc2nc(SCC(N)=O)n(-c3ccccc3)c(=O)c2c1C	-0.6	17.2%[57.1 µM]	-12.0%	2.7	-0.1	-2.8%	-1.1%	3.3	1.6%[57.1 µM]
43	O=C(CC(=O)NCc1ccccc1)NCc1ccccc1	0.0	1.1%	-11.0%	-25.7	0.9	-3.2%	0.1%	23.6	-2.4%
44	Cc1cc(C)nc(Nc2n[nH]c(-c3ccc(C(C)(C)C)cc3)n2)n1	0.2	-14.4%[57.1 µM]	-11.5%	0.9	0.9	-1.7%	1.7%	-1.2	-10.8%[57.1 µM]
45	O=C(COC(=O)c1ccco1)Nc1ccc(Cl)cn1	/	0.4%[11.4 µM]	1.7%	/	/	0.5%	6.7%	/	12.9%[57.1 µM]
46	COc1ccccc1C(CC(=O)N1CCCC1)c1ccc2c(c1)OCO2 (centres undefined)	-0.3	1.7%[57.1 µM]	-8.5%	5.0	0.6	0.9%	6.2%	-0.6	-4.8%[57.1 µM]
47	COC(=O)c1ccccc1NC(=O)c1oc2ccc3c(c2c1C)C(=O)CC(C)(C)O3	-0.1	30.9%[activator]	?	/	0.4	2.6%	-8.9%	-6.8	9.3%
48	O=C(c1cccc(OC2CCN(C3CCCC3)CC2)c1)N1CCCCCCC1	0.7	3.9%[57.1 µM]	-17.2%	/	/	-10.2%	3.8%	-3.9	4.1%[57.1 µM]

# Some of the entries so far, with values under each structure:
# Screens in order: TRHR agonist, TrxR1 inh, USP1 inh, D2 antagonist, D2 ag, Pin1 inhibitor, mIDH1 inhibitor, TRHR PAM, TrxR1 substrate
[44] Cc1cc(C)nc(Nc2n[nH]c(-c3ccc(C(C)(C)C)cc3)n2)n1
  0.2, -14.4%[57.1 µM], -11.5%, 0.9, 0.9, -1.7%, 1.7%, -1.2, -10.8%[57.1 µM]
[45] O=C(COC(=O)c1ccco1)Nc1ccc(Cl)cn1
  /, 0.4%[11.4 µM], 1.7%, /, /, 0.5%, 6.7%, /, 12.9%[57.1 µM]

# Screening data as filed in PubChem BioAssay.
